G6PDH counter – counter-screen for G6PDH assay hits: L. mesenteroides G6PDH inhibition | 200,000 compounds, 0.12% hits | Purified L. mesenteroides G6PDH, diaphorase/resazurin coupled fluorescence, 45 min | inhibition, % at 5 µM; in the data active means inhibition above about 50%
Efa HMGR inh – inhibitors of class II HMG-CoA reductase from Enterococcus faecalis. purified E. faecalis HMGR, NADPH absorbance 340 nm kinetic. inhibition, % at 10 µM. AID 1066. 190,000 compounds, 0.41% hits;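 active means inhibition above a set limit, the median over all tested compounds plus 3 SD, cut at about 9.5% in these data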;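 further: enzyme runs in reverse so mevalonate oxidation gives rising NADPH absorbance; 0% = complete reaction with DMSO and 100% = background rate lacking mevalonate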
Redox H2O2 prof – compounds producing H2O2 with reducing agent – biochemical, NIH compound library profiling, artefact control for MLSCN library redox annotation, primary screen; DTT-dependent redox cycling H2O2, phenol red/HRP absorbance; 100% = 100 µM peroxide control, 0% = buffer; activation, % at 10 µM; 200,000 compounds, 0.03% hits;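 active means activation of at least 50% relative to the plate's high and low controls in the primary single-dose screen; inactive means activation below 50%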;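 further: compound incubated with DTT at 0.8 mM final as the reducing agent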
Hsp70 activator – Hsp70 transcriptional activation, primary screen; 200,000 compounds, 0.04% hits; AID 1203; activation, % at 10 µM; HeLa Hsp70 promoter luciferase reporter, luminescence; scaled: vehicle 0, proteasome-inhibitor control 100%;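 active means activation above the mean across all tested compounds plus 3 SD, cutoff set per campaign, cut at about 5.5% in these data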;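 further: 100% = MG132 at 30 µM as the positive control and 0% = DMSO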
APP 5'UTR act – activates APP 5'UTR luciferase reporter; SH-SY5Y APP 5'UTR luciferase reporter, luminescence; zero percent = DMSO vehicle wells; activation, % at 2 µM; 190,000 compounds, 1% hits; AID 1276;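 active means activation above a set limit, based on mean plus 3 SD of controls, cut at about 140% in these data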; further: values of inactives mirror those of a sister screen read the other way
NF-kB expr up – NF-kB expression increase, human neuronal cells; NF-kB reporter expression; active compounds read high; fold change at 12.5 µM; 190,000 compounds, 1.6% hits; in the data active means fold change above about 3.3
STAT1 activator – STAT1 signaling activation. AID 932. activation (% of control), % at 5.5 µM. 200,000 compounds, 2.6% hits. NIH 3T3 STAT1-luciferase reporter, IFN-gamma, luminescence; 100% = IFN-gamma alone, no compound;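 active means activation above the screen-wide mean activation plus 3 SD, cut at about 130% in these data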;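 further: raw ratio to IFN-gamma control signal so 100% means no change and 0% no light; values of inactives mirror those of a sister screen read the other way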
FLuc inh counter – Photinus pyralis luciferase inhibition counter-screen; ATPLite firefly luciferase biochemical luminescence, 10 min; inhibition, % at 10 µM; 200,000 compounds, 1.5% hits; AID 1006;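 active means inhibition above about 50% when tested at 10 µM, limit read from the data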
Target sequence (P08659 whole entry, looked up): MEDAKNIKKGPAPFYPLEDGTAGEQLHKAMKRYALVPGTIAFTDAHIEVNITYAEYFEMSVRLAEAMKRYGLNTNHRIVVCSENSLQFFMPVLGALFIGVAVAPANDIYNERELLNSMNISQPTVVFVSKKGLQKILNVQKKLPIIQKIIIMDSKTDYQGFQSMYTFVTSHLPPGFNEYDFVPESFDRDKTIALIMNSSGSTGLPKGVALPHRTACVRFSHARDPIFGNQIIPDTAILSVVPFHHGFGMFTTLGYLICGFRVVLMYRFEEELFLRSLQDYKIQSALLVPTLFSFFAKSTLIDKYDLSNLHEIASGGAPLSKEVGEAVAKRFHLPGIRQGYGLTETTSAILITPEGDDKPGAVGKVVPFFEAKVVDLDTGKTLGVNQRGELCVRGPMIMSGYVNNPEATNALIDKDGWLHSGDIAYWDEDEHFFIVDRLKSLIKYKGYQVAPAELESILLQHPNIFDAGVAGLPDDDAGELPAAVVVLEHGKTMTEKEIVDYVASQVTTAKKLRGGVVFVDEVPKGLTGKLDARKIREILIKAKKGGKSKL
FLuc stim CS – affects firefly luciferase, flagging false hits in luciferase stimulation screens; P08659; ATPlite luciferase biochemical, luminescence, 10 min; 0 = ATP-free wells, 1 = DMSO control; activation factor at 10 µM; 200,000 tested, under 10 active;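 active means luciferase activation factor, scaled between plate controls, of at least 2 with compound at 10 µM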
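System: cell-free luciferase reagent; medium: PBS as buffer for the ATP substrate; doses: test compounds dosed from 2 mM stocks in 100% DMSO; incubation: 10 min, room temperature; measured by: luminescence from luciferase reaction; read-out: luciferase activation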
APP 5UTR inh – APP translation inhibition; SH-SY5Y APP 5'UTR-luciferase reporter, luminescence; inhibition, % at 2 µM; 190,000 compounds, 0.82% hits; AID 1285;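 active means inhibition above a set limit, derived from the sample mean plus 3 SD, cut at about 45% in these data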; further: values of inactives mirror those of a sister screen read the other way
The depositor's hits bear a star; x = not tested or not shown.

SMILES	G6PDH counter	Efa HMGR inh	Redox H2O2 prof	Hsp70 activator	APP 5'UTR act	NF-kB expr up	STAT1 activator	FLuc inh counter	FLuc stim CS	APP 5UTR inh
CC1CN(C(=O)N2c3ccccc3Sc3ccccc32)C(C)CC1=O (centres undefined)	4.6	-0.6	2.7	-0.2	-13.0	0.95	101.7	-5.3	1.1	13.0
Cc1ccnc(NC(=O)C2CCN(S(=O)(=O)c3cccc4nsnc34)CC2)c1	3.6	-2.9	1.2	0.0	4.9	0.62	95.7	-5.5	1.1	-4.9
O=C(CSc1ccc(-c2nc3ccccc3[nH]2)cn1)Nc1ccc2c(c1)OCCO2	-24.3	-5.2	2.2	0.1	56.6	1.44	112.9	1.5	1	-56.6
c1cc2c(cnc3cscc32)s1	5.6	-5.7	-0.3	-0.3	7.9	1.24	91.8	-2.6	1	-7.9
O=C(CCNC(=O)c1ccccc1Cl)Nc1cccc(C(F)(F)F)c1	-14.8	-5.7	0.0	-0.2	-7.6	1.03	99.2	-3.1	1	7.6
O=C(CSc1nnc2ccccn12)Nc1cccc(-c2nc3ccccc3s2)c1	-1.8	-0.3	0.1	-0.1	136.7*	1.31	136.0*	7.2	0.9	-136.8
CN(C)c1ccc(/C=N/OC(=O)Nc2ccccc2Cl)cc1	-5.2	-2.3	-0.2	-0.2	5.3	1.58	104.0	16.5	0.8	-5.3
O=C(COC(=O)c1ccco1)Nc1ccc2c(c1)OCCO2	8.2	-2.8	2.3	-0.3	4.7	1.5	109.8	68.6*	0.3	-4.7
O=C(Nc1cccc(C(F)(F)F)c1)C1CCCN(S(=O)(=O)c2cnc[nH]2)C1 (centres undefined)	-2.0	-7.2	0.2	0.1	-17.7	1.1	109.4	0.5	1	17.7
O=C(c1ccccc1C(F)(F)F)N1CCN(S(=O)(=O)c2ccccc2)CC1	5.1	-2.5	2.4	-0.2	8.6	1.16	100.3	-4.3	1	-8.6
Cc1cc(C(=O)c2ccc(Cl)cc2)c(NC(=O)CCl)s1	-14.6	-4.6	-0.2	-0.2	-15.1	1.32	101.0	-1.0	1	15.1
Cc1ccc(CN2CCN(Cc3ccc4c(c3)OCCO4)CC2CCO)cc1 (centres undefined)	9.5	0.3	-0.8	0.0	-0.5	1.22	102.5	-4.0	1	0.5
Cc1cccc(NC(=S)/N=C(\N)Nc2nc(C)c3ccccc3n2)c1	-1.2	-5.6	0.0	-0.1	-7.7	0.75	108.8	5.5	0.9	7.7
COc1ccc(S(=O)(=O)Nc2cc(C(C)C)c(O)cc2C)cc1	5.0	-0.7	0.6	-0.4	9.8	0.94	90.9	-7.2	1.1	-9.8
CC(=O)Nc1cccc(N(C)C)c1	3.6	-5.2	-2.6	0.2	12.6	1.12	97.2	-3.3	1	-12.6
O=C(CSc1ccccn1)Nc1ccc2ccccc2c1	33.2	-1.3	-0.4	0.2	137.1*	3	132.1*	16.7	0.8	-137.1
Cc1cccc(NC(=O)CSc2ccc(-c3ccco3)nn2)c1	1.8	-4.7	0.1	-0.3	-2.6	1.05	102.0	12.1	0.9	2.6
COc1cccc(NC(=O)Nc2ccccc2Br)c1	4.9	-3.6	-1.2	-0.4	40.4	1.49	114.5	13.5	0.9	-40.4
CCOC(=O)c1c(=O)n(O)c2ccc(C)cc2[n+]1[O-]	-1.4	-2.9	-0.1	-0.3	4.8	1.11	102.6	-7.0	1.1	-4.8
CCOC(=O)c1ccc(N2CCN(C(C)=O)CC2)c(NC(=O)c2cccnc2)c1	16.0	-3.1	-0.2	-0.5	21.8	0.99	99.4	-7.3	1.1	-21.8
O=C(Nc1ccccn1)c1cc2ccccc2o1	-1.1	0.5	0.4	-0.4	85.9	3.17	59.3	94.6*	0.1	-85.9
CC(=O)COc1ccc2c3c(c(=O)oc2c1)CCCC3	4.5	-2.5	1.5	0.0	-2.5	1.66	107.7	-2.4	1	2.5
COc1ccc(/C=C2/C(=O)OCc3cc(OC)c(OC)cc32)cc1	8.2	-1.1	-0.6	-0.4	-81.7	1.23	96.6	-2.3	1	81.7*
O=c1c2cc(-c3ccccc3)sc2nc2n1CCC2	-0.3	-2.0	0.1	0.5	187.2*	4.24*	139.3*	67.9*	0.3	-187.2
CCOC(=O)C1=C(Nc2ccc(Br)cc2)CC(C)(O)C(C(=O)OCC)C1c1ccccc1 (centres undefined)	-0.3	-0.7	-2.6	-0.4	3.8	1.11	104.1	-3.7	1	-3.8

NF-kB expr up, what is marked active above
SMILES,Efa HMGR inh,Redox H2O2 prof,Hsp70 activator,APP 5'UTR act,NF-kB expr up,STAT1 activator,FLuc stim CS,APP 5UTR inh
O=c1c2cc(-c3ccccc3)sc2nc2n1CCC2,-2.0,0.1,0.5,187.2*,4.24*,139.3*,0.3,-187.2

Returning to the listing with the 2 entries that preceded the break.
SMILES	G6PDH counter	Efa HMGR inh	Redox H2O2 prof	Hsp70 activator	APP 5'UTR act	NF-kB expr up	STAT1 activator	FLuc inh counter	FLuc stim CS	APP 5UTR inh
O=c1c2cc(-c3ccccc3)sc2nc2n1CCC2	-0.3	-2.0	0.1	0.5	187.2*	4.24*	139.3*	67.9*	0.3	-187.2
CCOC(=O)C1=C(Nc2ccc(Br)cc2)CC(C)(O)C(C(=O)OCC)C1c1ccccc1 (centres undefined)	-0.3	-0.7	-2.6	-0.4	3.8	1.11	104.1	-3.7	1	-3.8
O=[N+]([O-])c1ccccc1Oc1ncccc1[N+](=O)[O-]	2.1	1.6	0.0	-0.4	1.4	1.07	98.4	-2.2	1	-1.4
CCCn1c(=NC(C)=O)c(C#N)cc2c(=O)n3cccc(C)c3nc21	x	x	-4.0	-0.3	2.8	x	105.9	x	x	-2.8
O=C(NC1CCCCC1)C1CCN(C(=O)c2ccc(-c3ccccc3)cc2)CC1	0.0	-1.6	1.2	0.0	10.3	0.99	95.2	-5.0	1.1	-10.3
CCOC(=O)N1CCC(NC(=O)Cn2ncc3c4ccccc4n(C)c3c2=O)CC1	1.0	5.2	0.3	-0.3	6.2	0.99	103.5	-4.3	1	-6.2
O=C(Cn1cc[n+](CC(=O)c2ccccc2)c1)c1ccccc1	5.7	-2.8	-4.0	-0.3	0.7	1.21	108.0	-3.6	1	-0.7
COc1c(C)cc(S(=O)(=O)N2CCOCC2)c(C)c1C	1.3	-8.5	-0.3	0.7	-6.1	1.12	105.1	-5.4	1.1	6.1
CCOC(=O)c1sc2nc(CSc3ccccc3)nc(NCCN(C)C)c2c1C	-10.5	3.6	-0.7	-0.3	30.7	0.82	105.4	5.6	0.9	-30.7
Cn1cc(Cl)c(C(=O)NNC(=S)Nc2cccc(Cl)c2)n1	2.3	0.0	0.0	-0.2	13.5	1.46	120.8	3.9	1	-13.5
O=C(CNC(=O)c1cccs1)c1ccc([N+](=O)[O-])cc1	6.9	1.1	-0.1	0.1	47.2	0.9	136.0*	25.0	0.8	-47.2
COCc1[nH]nc2c1C(c1ccccc1F)C(C#N)=C(N)O2 (centres undefined)	3.0	-0.2	-2.3	-0.1	-10.8	0.94	84.9	-4.7	1	10.8
COC(=O)C1=C(C)Nc2ccc(C)cc2S1	-4.3	1.3	-0.9	0.0	5.4	0.78	100.7	2.5	1	-5.4
O=C(CSc1ccc2ccccc2c1)Nc1nc2ccccc2[nH]1	-1.1	-1.9	-0.4	-0.6	10.1	1.12	95.8	-6.4	1.1	-10.1
Cc1ccc2nc(CSc3nc(C)ccc3C#N)[nH]c2c1	0.5	-0.7	-0.7	-0.3	92.7	1.72	139.1*	64.6*	0.4	-92.7
CCN1CCN(CCNC(=O)c2ccc3c(c2)N(Cc2ccc(F)cc2)C(=O)/C(=C/c2ccccc2)S3)CC1	-1.5	-4.1	-1.3	0.0	-15.0	0.71	95.7	-5.3	1.1	15.0
Cc1ccc(C2CC(=O)NC(SCc3ccccc3)=C2C#N)o1 (centres undefined)	23.1	-3.5	-0.6	-0.3	1.2	1.02	87.2	2.3	1	-1.2
COC(=O)c1sccc1NC(=O)COc1ccc(Cl)cc1Cl	-24.1	-9.2	1.5	-0.3	53.7	1.24	99.4	2.2	1	-53.7
COc1c(F)c(F)c(C(=O)Nc2ccc3oc(-c4ccncc4)nc3c2)c(F)c1F	0.3	-2.5	2.0	-0.1	-3.2	1.02	106.2	-5.7	1.1	3.2
O=C(Nc1cc(Sc2ccccn2)cc([N+](=O)[O-])c1)c1cccc(F)c1	-13.4	-2.6	0.2	-0.2	-3.3	0.68	85.1	3.0	1	3.3
COc1ccc(C(=O)N/C(=C/c2cccs2)C(=O)NCCCn2ccnc2)cc1OC	11.0	-2.6	-1.3	-0.2	-1.5	1.32	101.1	-11.2	1.1	1.5
Cc1cc(C(=O)Nc2ccc3c(c2)OCO3)cs1	0.4	-1.1	-0.3	-0.2	177.5*	4.49*	156.8*	65.1*	0.3	-177.6
CC(C)Cn1c(N)c(C(=O)CSc2ncnc3sc4c(c23)CCCC4)c(=O)n(C)c1=O	3.0	-6.6	0.1	-0.4	22.9	1.19	95.7	0.0	1	-22.9
COC(=O)[C@H](CCSC)NC(=O)NCc1ccc(S(N)(=O)=O)cc1	-0.2	-1.3	2.0	-0.5	1.0	1.06	105.5	-8.4	1.1	-1.0
Cc1ccc2c(CSc3nnc4ccccn34)cc(=O)oc2c1C	-8.1	-3.0	-0.6	0.1	-2.0	1.25	107.1	-4.1	1	2.0
Cc1ccc2c(c1)C(c1ccncc1)=NNC(c1cccnc1)=N2	20.1	-3.5	-0.5	0.0	12.6	1.11	91.2	-5.9	1.1	-12.6
CCN(CC)S(=O)(=O)c1ccc(OCCNS(C)(=O)=O)cc1	7.9	0.3	0.9	-0.2	-0.6	0.9	98.2	-8.1	1.1	0.6

Going on with the list:
SMILES	G6PDH counter	Efa HMGR inh	Redox H2O2 prof	Hsp70 activator	APP 5'UTR act	NF-kB expr up	STAT1 activator	FLuc inh counter	FLuc stim CS	APP 5UTR inh
CN1CCN(S(=O)(=O)c2ccc(NC(=S)NC(=O)C3CCC3)cc2)CC1	3.6	3.7	-0.1	-0.5	-15.8	1.11	108.8	-2.6	1	15.8
O=S(=O)(c1cccc2c(S(=O)(=O)N3CCCC3)cccc12)N1CCCC1	-11.2	-0.1	-0.1	-0.2	-2.1	0.93	96.1	-5.2	1.1	2.1
CCOc1ccc(N/C=C/C(=O)c2ccc3ccccc3c2)c([N+](=O)[O-])c1	-50.8	-0.6	-0.6	0.2	15.5	1.5	118.1	24.6	0.8	-15.5
COc1ccc(NC(=O)c2ccccc2Cl)cc1NC(=O)CN1CCOCC1	15.9	-6.6	-0.7	-0.4	5.3	0.92	99.4	4.6	1	-5.3
COc1ccc(C2CC(=O)N3CN(c4ccccc4F)CSC3=C2C#N)cc1OC (centres undefined)	10.8	-7.5	-0.4	-0.1	2.2	0.94	97.8	-8.7	1.1	-2.2
O=C(CSc1nncc2ccccc12)N1CCOCC1	14.8	-3.9	0.8	0.2	11.0	1.07	97.9	-1.4	1	-11.0
COc1ccc(C2(CNC(=O)CCC(=O)O)CCCC2)cc1OC	1.5	0.4	0.0	-0.5	-0.6	0.94	92.7	-5.7	1.1	0.6
Brc1ccccc1/C=N/Nc1ccc2ccccc2n1	-21.9	2.7	0.3	0.0	118.7	9.44*	157.8*	37.1	0.6	-118.7
CCCCN(CCCNC(=O)c1ccc2nc(N3CCOCC3)sc2c1)Cc1ccccc1	8.3	-0.5	0.0	-0.6	-6.0	0.74	97.7	-4.0	1	6.0
Cc1ccccc1C(O)c1cccnc1 (centres undefined)	3.0	-4.8	-0.1	-0.1	14.9	1.19	104.0	-9.0	1.1	-14.9
COc1ccccc1N1CCN(C2CC(=O)N(C)C2=O)CC1 (centres undefined)	11.8	0.7	-0.5	-0.2	5.6	0.85	98.3	2.5	1	-5.6

From PubChem BioAssay

No enrichment for hits; about 5.3% have a hit in one of these screens.
